Artemis endo inh = Artemis endonuclease inhibitors, primary screen, biochemical, fluorescence intensity, FAM/BHQ-1 hairpin substrate; Protein artemis (Homo sapiens), Q96SD1; AID 686954, 2013; 30,000 tested, 0.78% active; inhibition, % at 10 µM; recombinant Artemis, quenched FAM hairpin cleavage fluorescence;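 active means at 10 µM dose, at least 30% inhibition, measured as corrected fluorescence normalized to stimulator and neutral control wells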
Target sequence (Q96SD1 whole entry, looked up): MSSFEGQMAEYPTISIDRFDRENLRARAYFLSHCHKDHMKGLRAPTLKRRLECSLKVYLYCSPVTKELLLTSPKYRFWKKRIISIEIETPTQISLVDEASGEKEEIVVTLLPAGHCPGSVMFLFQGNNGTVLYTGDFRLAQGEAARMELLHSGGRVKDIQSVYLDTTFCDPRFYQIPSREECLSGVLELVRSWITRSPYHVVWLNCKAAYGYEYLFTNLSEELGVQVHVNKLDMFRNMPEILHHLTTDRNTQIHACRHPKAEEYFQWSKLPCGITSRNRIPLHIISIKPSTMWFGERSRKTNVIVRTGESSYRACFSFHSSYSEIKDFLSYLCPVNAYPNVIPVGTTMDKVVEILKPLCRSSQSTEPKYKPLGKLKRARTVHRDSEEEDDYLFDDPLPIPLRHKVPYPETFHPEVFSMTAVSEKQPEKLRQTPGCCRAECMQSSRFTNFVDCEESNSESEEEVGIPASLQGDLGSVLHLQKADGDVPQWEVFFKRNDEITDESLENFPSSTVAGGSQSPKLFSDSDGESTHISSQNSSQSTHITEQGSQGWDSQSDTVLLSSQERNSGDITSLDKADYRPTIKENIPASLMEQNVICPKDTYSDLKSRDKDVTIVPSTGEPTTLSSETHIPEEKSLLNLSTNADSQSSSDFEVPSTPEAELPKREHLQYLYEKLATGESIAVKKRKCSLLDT
An asterisk follows results filed as active.

Structure | Artemis endo inh
CN(C)S(=O)(=O)N1CCN(CC(O)COc2ccc(C(=O)c3ccccc3)cc2)CC1 (stereo unspecified) | 1.4
CC(C)(C)c1ccc(C(=O)Nc2nonc2-c2nc3ccccc3[nH]2)cc1 | 9.6
O=C(OC1CCS(=O)(=O)c2sccc21)c1ccccc1 (stereo unspecified) | -2.8
COc1cc(/C=N/NC(=O)c2cnn3c(C)cc(-c4ccccc4)nc23)ccc1O | 9.9
Cc1cc(C(C#N)c2cccc(Cl)c2)n2ncnc2n1 (stereo unspecified) | 1.5
COc1ccc(CN2CCn3ncc(C(=O)Nc4cc(C)cc(C)c4)c3C2=O)cc1 | 4.0
O=C(NCCc1ccccc1)c1cc2ncc(Br)cn2n1 | -3.7
C=CCSC1=N/C(=C\c2ccc3c(c2)OCO3)C(=O)S1 | -0.4
c1ccc2nc(N3CCCC3)c(N3CCCC3)nc2c1 | 2.9
CCOCCCn1c(C)nc2c(c1=O)c1nc3ccccc3nc1n2CCC1=CCCCC1 | 15.0
O=C(CCC1CCCCC1)Nc1c2c(nn1-c1ccc(F)cc1)CS(=O)C2 (stereo unspecified) | 2.7
Cc1nc(OCc2ccccc2)c2sc3nc4c(cc3c2n1)COC(C)(C)C4 | 4.5
O=C1N=C(N2CCCCC2)SC1=C1CCCCC1 | 2.9
C=CCn1c(SCC(=O)NCCOC)nc2scc(-c3ccco3)c2c1=O | 11.4
O=C(c1cccc(Cl)c1)N1CCN(c2ccccn2)CC1 | -1.3
O=C(CSc1n[nH]c(-c2cccs2)n1)N1CCN(S(=O)(=O)c2ccc3ccccc3c2)CC1 | 10.1
Cc1ccc(-c2csc(/C(C#N)=C(\O)CN3CCN(C(=O)c4ccco4)CC3)n2)cc1 | 11.1
O=C(CN1CCN(S(=O)(=O)c2ccc(Br)cc2)CC1)Nc1ccc2c(c1)OCO2 | -13.4
CC(=O)c1ccc(C(=O)Nc2ccc(N3CCOCC3)cc2)cc1 | 10.2
CCOC(=O)c1c(NC(=O)CC)sc(C(C)=O)c1C | 6.9

Structure | Artemis endo inh
Cc1ccc(C)n1NC(=O)c1ccc(Cl)cc1 | -0.4
Cc1nc(SCc2nc3ccccc3[nH]2)c2oc3ccccc3c2n1 | -0.2
C=CCOc1ccc(CNc2nn[nH]n2)cc1OC | -9.5
COc1ccc(Cl)c(Cn2c(NCc3ccccn3)nc3c2c(=O)n(C)c(=O)n3C)c1 | 1.3
C=CCn1c(SCC(=O)c2ccc(CNC(C)=O)o2)nc2ccccc2c1=O | 1.4
O=C(COc1cccc(NC(=O)c2ccco2)c1)c1ccc(F)cc1 | -4.7
Cn1c(CN2CCCC2)nc2cc(NC(=O)COc3ccccc3)ccc21 | 18.2
Cc1ccc(CCN2CC(C(=O)NCCCN(C)Cc3ccccc3)CC2=O)cc1 (stereo unspecified) | -4.6
CC1(C)CC(=O)C2=C(C1)NC(=O)CC2c1ccccc1F (stereo unspecified) | -2.0
CCCCC(=NCCO)C1=C(O)C(C(=O)OC)C(C)(C)CC1=O (stereo unspecified) | -0.2
CCOC(=O)C(/C=C(\C#N)C(=O)OCC)=C(/N)N1CCN(c2ccc(Cl)cc2)CC1 | -1.9
CCOC(=O)N1CCN(C(=O)c2ccc(OCC)c(OCC)c2)CC1 | -4.2
O=S1(=O)CCN(Cc2ccc(Cl)c(Cl)c2)CC1 | -3.4
COc1ccc(NC(=S)Nc2cc(C)ccn2)c(OC)c1 | 3.4
O=C(NC(Cc1ccccc1)C(=O)O)/C(=C\c1ccco1)NC(=O)c1ccc(Br)cc1 (stereo unspecified) | 21.2
Cc1cc(=O)[nH]c(N=N/C(=N/Nc2ccccc2C)c2ccccc2)n1 | 4.5
COc1cccc(OC)c1-c1nn2c(-c3cc(-c4ccccc4)n[nH]3)nnc2s1 | 80.2*
CC1CCN(C(=O)Cn2c(=O)n(CCc3ccccc3)c(=O)c3ccccc32)CC1 | -6.1
CCOC(=O)C1CCCN(c2ncnc3c2oc2ccccc23)C1 (stereo unspecified) | 6.4
C/C(=C\C(=O)c1ccc(F)cc1)NCc1ccc2c(c1)OCO2 | -0.5

Not a retest: entries from further up.
Structure | Artemis endo inh
Cc1ccc(C)n1NC(=O)c1ccc(Cl)cc1 | -0.4
Cc1nc(SCc2nc3ccccc3[nH]2)c2oc3ccccc3c2n1 | -0.2
C=CCOc1ccc(CNc2nn[nH]n2)cc1OC | -9.5
COc1ccc(Cl)c(Cn2c(NCc3ccccn3)nc3c2c(=O)n(C)c(=O)n3C)c1 | 1.3
C=CCn1c(SCC(=O)c2ccc(CNC(C)=O)o2)nc2ccccc2c1=O | 1.4

Additional records.
Structure | Artemis endo inh
CCOC(=O)c1cnc2c(ccc3ccccc32)c1NCCO | 12.5
CC(C)(C)C1=C[C@@H](CO)C[C@@H](CO)C1 | 7.1
Cc1cc(NCCN2CCOCC2)n2ncc(-c3ccccc3)c2n1 | -3.0
CCn1nnnc1NCc1ccc(N2CCCC2)cc1 | 26.9
CN1CCN(c2nc3c(c(=O)n(C)c(=O)n3C)n2Cc2cccc3ccccc23)CC1 | 8.9
O=C(CSc1ccc2ccccc2c1)Nn1cnnc1 | -12.0
CCOC(=O)c1cc2n(n1)C(C(F)(F)F)CC(C)N2 (stereo unspecified) | 2.7
CCC(=O)NC(=S)Nc1ccc(S(=O)(=O)NC(C)=O)cc1 | -7.9
O=C(N1CCOCC1)N1c2ccccc2CC(N2CCOCC2)c2ccccc21 (stereo unspecified) | -1.1
Cc1ccc(S(=O)(=O)NC(C)(C)CSc2nncn2N)cc1 | -5.5
Cc1cc(C)cc(OCc2nnc(SCC(=O)N3CCN(c4ccccc4)CC3)o2)c1 | 5.8
O=C(c1ccc2snnc2c1)N1CCCCC1 | 1.2
CN(C)Cc1ccccc1C1(O)c2ccccc2CSc2ccccc21 (stereo unspecified) | 1.6
COC(=O)c1ccccc1NC(=O)CSc1nnc(-c2ccc(OC)cc2)n1C | 9.8
CC1CC(C)CN(CCCNC(=O)C2CCCN(c3nnc(N4CCCC4=O)s3)C2)C1 (stereo unspecified) | -2.5
O=S(=O)(c1ccc2c(c1)OCCO2)N1CCN(c2cccc(Cl)c2)CC1 | 11.8
Clc1ccc(Cn2ncc3c(N4CCCC4)ncnc32)cc1 | 7.1
Cc1nc2ccccc2n1CC(=O)OCC(=O)Nc1ccc2c(c1)OCCO2 | -0.1
CC1CCN(C(=O)Cn2c(=O)n(Cc3ccc4c(c3)OCO4)c(=O)c3ccccc32)CC1 | -7.9
CCOC(=O)CP(=O)(c1ccccc1)c1ccccc1 | 4.5

Structure | Artemis endo inh
CCOC(=O)c1sc(C)c(C(=O)NCC(C)(C)CN(C)C)c1N | -8.0
CCCCCCn1ccc(=N)cc1 | 2.5
Cc1ccc(OCCCn2c(CO)nc3ccccc32)cc1 | -5.5
Cn1nnnc1SCC(=O)NCc1ccccc1 | -0.9
O=C(CCCSc1ccccc1)Nc1nc(-c2ccccn2)cs1 | 57.9*
O=C(O)c1cccc(NC(=O)C2CC(=O)N(Cc3ccccc3)C2)c1 (stereo unspecified) | -6.7
CCn1c(SCC(=O)c2c[nH]c3ccccc23)nnc1-c1cccs1 | -4.7
COc1ccc(C2C(C(=O)c3sc(C)nc3C)=C(O)C(=O)N2CCN(C)C)cc1OC (stereo unspecified) | 3.8
O=C(CCCCCN1C(=O)c2ccccc2C1=O)NC1CCCC1 | 2.6
CC1CC(=O)Nc2ccccc2S1(=O)=O (stereo unspecified) | 10.3
Cc1ccc2[nH]c(=O)c(-c3nc4cc(C)ccn4c3NCc3ccco3)cc2c1 | 14.0
O=C(Nc1cc(C(F)(F)F)ccc1Cl)C1CCN(c2nnc(-n3cccc3)s2)CC1 | -4.7
CN(C)CCNC(=O)Nc1cccc(Cl)c1Cl | -0.2
CCC(SC1=N/C(=C/c2ccccc2OC)C(=O)N1c1ccccc1)C(=O)Nc1cc(C)on1 (stereo unspecified) | 0.2
COc1ccccc1NC(=O)C1=C(C)Nc2nnnn2C1c1ccccc1OC (stereo unspecified) | -1.7
Cc1ccccc1Cn1cccc1/C=C1/C(=N)N2C=CSC2=NC1=O | -3.1
CCOc1ccc(OCC)c(NC(=O)C2CCN(S(=O)(=O)c3cccc4nonc34)CC2)c1 | 0.2
Cc1ccc(C(=O)O/N=C/c2c(Cl)n(C)c3ccccc23)cc1 | 12.2
COc1ccc(-c2cc(C(F)F)nc(-n3nc(C)cc3C)n2)cc1 | 2.2
CCN1CCN(C(=O)C2c3cc(OC)c(OC)cc3C(=O)N3CCc4ccccc4C23)CC1 (stereo unspecified) | -3.0

Structure | Artemis endo inh
COC(=O)c1cc(Br)c(=O)n(-c2ccccc2OC)c1 | -7.3
Cc1cc(C)nc(SCC(=O)Nc2ccc(N3CCOCC3)c(Cl)c2)n1 | 13.8
O=C(NCCCN1CCCC1=O)c1ccc(CNS(=O)(=O)c2ccc(F)cc2)cc1 | -3.0
Cc1cc(C)n(C(=O)CNC(=O)C(c2ccccc2)c2ccccc2)n1 | -12.3
CC1(C)CC(NS(=O)(=O)c2ccccc2)CC(C)(C)N1 | -0.5
CCOC(=O)c1cc(Br)c(=O)n2ccccc12 | -0.7
O=C(NCC1CCCO1)C1c2ccccc2C(=O)N1C1CCCCCCC1 (stereo unspecified) | 3.0
O=C(Nc1nc(-c2ccc(Cl)cc2)cs1)c1cccnc1 | 7.6
CCC(=O)NC(=S)Nc1ccccc1OC | -8.2
CN1CCc2c(sc3c2c(=O)n(-c2cccc(Cl)c2)c2nncn32)C1 | 7.7
Cc1ccc(-c2onc3ccc(C=O)cc23)cc1 | 5.5
CC1Cc2cc(C(=O)O)ccc2O1 (stereo unspecified) | -5.1
O=c1c2ccccc2nc2c3ccccc3c3nncn3n12 | 6.0
CCOC(=O)c1cc(-c2ccc3c(c2)OCCO3)nc2c1c(C)nn2CCC#N | 4.8
COc1ccc(-n2[nH]c(C)cc2=O)cc1 | -0.7
CCN(C1CCCCC1)S(=O)(=O)c1ccc(OC)c(C)c1 | 1.3
CC(OC(=O)c1ccccc1NCc1ccco1)C(=O)Nc1ncc(Cl)cc1Cl (stereo unspecified) | 2.4
Cc1cc(C)nc(NC2=NC3CCCCC3N2)n1 (stereo unspecified) | -3.0
O=C(Nc1ccccn1)C1CCN(S(=O)(=O)c2cccc3nonc23)CC1 | 12.5
Cc1cc(C(=O)OCC(=O)NCc2ccco2)c(C)n1-c1ccccc1 | 7.7

Structure | Artemis endo inh
CCC(CC)C(=O)Nc1cc(OC)c(OC)cc1C(=O)O | -1.8
COc1cccc(CNc2nc3ccccc3n2CCN2CCCCC2)c1OC | 5.0
Cc1nc2ccccc2nc1N1CCOCC1 | 4.2
COCCNC(=O)C(c1cccs1)N(Cc1ccccc1)C(=O)Cn1nnc2ccccc21 (stereo unspecified) | -7.1
N#CC1=C(N)Oc2nc(-c3ccccc3)[nH]c2C1c1cccnc1 (stereo unspecified) | -1.3
O=C(NC1CC1)c1ccc(COc2ccc(F)cc2)o1 | -3.0
O=C(CN(C(=O)CCC(=O)Nc1nccs1)c1ccc(F)c(Cl)c1)NCc1ccco1 | 7.8
CC(=O)Nc1ccc(S(=O)(=O)NC2=NCN(CCOC(=O)c3ccccc3)CN2)cc1 | -4.3
Cc1ccc(CCNC(=O)C2CCN(S(=O)(=O)c3cccc4nonc34)CC2)cc1 | 8.0
O=P(O)(O)COc1ccccc1P(=O)(c1ccccc1)c1ccccc1 | -4.7
CCSc1nnc(NC(=O)Cc2cccc(OC)c2)s1 | 1.2
O=C(OCc1nnc(-c2ccccc2)o1)c1cc(S(=O)(=O)N2CCOCC2)c(Cl)cc1Cl | 5.6
O=c1cc(CNCCCO)c2ccccc2[nH]1 | 1.4
O=C(NCC1CCCO1)c1cccc(NC(=O)c2ccco2)c1 (stereo unspecified) | -8.4
CC1Cc2ccccc2N1C(=O)CN1C(=O)C(=O)N(Cc2ccccc2)C1=O (stereo unspecified) | 2.9
Cc1cc(C)cc(NC(=O)C2CCN(S(=O)(=O)c3c(C)n[nH]c3C)CC2)c1 | -3.8
CCN(C(C)=O)c1cccc2ccccc12 | 4.0
COc1ccc(NC2=NCC(=O)N2Cc2cccs2)cc1 | -5.1
Cn1c(SCC(=O)N2CCc3ccccc32)nnc1C1CC1 | -1.6
CCC(c1nnnn1CCOC)N1CCN(Cc2ccccc2OC)CC1 (stereo unspecified) | -11.2

Structure | Artemis endo inh
CCOC(=O)C1=C(C)N=C2c3ccccc3C(=O)C2C1c1ccc(C)cc1 (stereo unspecified) | 0.2
O=C(COC(=O)C1CC1)Nc1ccc(Oc2ccccc2)cc1 | -0.1
Cc1ccc2oc(-c3ccccc3)nc2c1 | -3.7
CCCOc1ccccc1C1CC(=O)Nc2cc3c(cc21)OCO3 (stereo unspecified) | 10.6
COc1ccc2cc(C#N)c(N3CCN(Cc4nnnn4CCC(C)C)CC3)nc2c1 | 10.6
O=C(Nc1ccccc1OC(F)F)c1ccc(F)cc1 | 0.6
CCOC(=O)c1[nH]cnc1C(=O)NC(C)C | -5.3
COc1ccc(CN(C)C(c2ccccc2)c2nnnn2-c2ccccc2C)c(OC)c1C (stereo unspecified) | 10.7
CCCNc1nc2c(c(=O)[nH]c(=O)n2C)n1CCC(C)C | -4.0
CC(C)Oc1ccc(C2CC(=O)N(c3ccccc3)C2=O)cc1 (stereo unspecified) | 3.6
COc1ccc(C(c2nnnn2C2CCCC2)N2CCc3ccccc3C2)cc1OC (stereo unspecified) | 5.4

Ordered by number of heavy atoms (rising): some entries from above
Structure | Artemis endo inh
O=C(Nc1ccccc1OC(F)F)c1ccc(F)cc1 | 0.6
Cc1ccc(OCCCn2c(CO)nc3ccccc32)cc1 | -5.5
O=C(CCC1CCCCC1)Nc1c2c(nn1-c1ccc(F)cc1)CS(=O)C2 (stereo unspecified) | 2.7
COC(=O)c1ccccc1NC(=O)CSc1nnc(-c2ccc(OC)cc2)n1C | 9.8

From PubChem BioAssay

The list is partial. The share of hits here may be higher or lower than overall.
